Screening results (PubChem)
influenza NS1A: H1N1 influenza NS1A inhibitors, functional cell based assay (AID 504329). NS1A functional cell-based assay, percent inhibition; higher % means a stronger effect. 340,000 tested, 0.3% active. inhibition, % at 12.5 µM; hits with a dose series show IC50 in µM; in the data active = a potency from the dose series; inconclusive = inhibition above about 27% without an active follow-up result; also: strong numbers were not always called active
VEEV TC-83 Vero: inhibitors of VEEV TC-83 cytopathic effect, confirmation, Vero cells (AID 588727). Vero cells, VEEV TC-83 cytopathic effect inhibition; higher % means a stronger effect. one-dose inhibition, % at 20 µM; IC50 in µM for titrated hits. 350,000 tested, 0.13% active; in the data active = a potency from the dose series; inconclusive = inhibition mostly from about 14% at the one dose, without a potency; inactive = the rest, 99 in 100 with inhibition below about 12%; also: strong numbers were not always called active
tuberculosis growth: growth inhibition of non-replicating M. tuberculosis (AID 488890). Mycobacterium tuberculosis non-replicating, growth inhibition; higher % means a stronger effect. inhibition, % at 25 µM; hits with a dose series show IC50 in µM. 320,000 tested, 0.39% active; in the data active = a potency from the dose series; inconclusive = inhibition mostly from about 82% at the one dose, without a potency; inactive = the rest, 99 in 100 with inhibition below about 76%;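 also: plate controls were DMSO cells for no effect and high antibiotic wells for full effect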
M. tuberculosis HTS: M. tuberculosis growth inhibition, HTS (AID 449762) | M. tuberculosis H37Rv growth inhibition, 7H9 media; higher % means a stronger effect | inhibition, % at 25 µM; hits with a dose series show IC50 in µM | 330,000 tested, 0.59% active; in the data active = a potency from the dose series; inconclusive = inhibition above about 70% without an active follow-up result;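 also: bacterial growth assessed after seven days of incubation; strong numbers were not always called active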
PhoP GFP inhibition: PhoP regulon inhibitors, Salmonella typhi PhoP promoter GFP reporter, confirmatory (AID 1850) | Salmonella Typhi PhoP-promoter GFP reporter, fluorescence, 4 h; higher % means a stronger effect | inhibition, % at 50 µM, or IC50 in µM where a hit was titrated | 310,000 tested, 0.33% active; in the data active = a potency from the dose series; inconclusive = inhibition mostly from about 25% at the one dose, without a potency; inactive = the rest, 99 in 100 with inhibition below about 19%;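 also: 0% = induced wells with vehicle and 100% = uninduced wells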
VEEV TC-83 Vero 10K pilot screen: further read-out of VEEV TC-83 Vero, marked with its call; inhibition, %; measured here: 10K pilot screen inhibition
* hit, by the source's call; i = inactive; ? = inconclusive; / = no result given. Random draw from the library; any-hit rate near 1.5%.

Sample of the layout:
SMILES	influenza NS1A	VEEV TC-83 Vero	tuberculosis growth	M. tuberculosis HTS	PhoP GFP inhibition	others
COC(=O)c1cc(NC(=O)C2(S(=O)(=O)c3ccc(C)cc3)CC2)cc(C(=O)OC)c1	33%	1.1%	-4%	-8%	-5%
CCN(CC)C(=O)C1CCC(CNS(=O)(=O)c2cccc3nsnc23)CC1 (stereo unspecified)	5%	1.2%	1%	5%	3%

The list itself, repeating the preview:
SMILES	influenza NS1A	VEEV TC-83 Vero	tuberculosis growth	M. tuberculosis HTS	PhoP GFP inhibition	others
COC(=O)c1cc(NC(=O)C2(S(=O)(=O)c3ccc(C)cc3)CC2)cc(C(=O)OC)c1	33%	1.1%	-4%	-8%	-5%
CCN(CC)C(=O)C1CCC(CNS(=O)(=O)c2cccc3nsnc23)CC1 (stereo unspecified)	5%	1.2%	1%	5%	3%
CCOC(=O)N1CCN(CC(=O)Nc2ccc(C)c(Br)c2)CC1	-6%	0.1%	11%	-5%	-6%
CCOC(=O)c1ccc2nc(NC(NC(C)=O)(C(=O)OC)C(F)(F)F)sc2c1 (stereo unspecified)	1%	i	1%	4%	8%
O=C(NC1=NCCS1)C1CCN(S(=O)(=O)c2ccccc2C(F)(F)F)CC1	7%	2.2%	13%	-9%	/
CS(=O)(=O)N(CC(=O)Nc1ccccc1Br)Cc1ccccc1	-5%	1.4%	-17%	-2%	-2%
CCN1C(=O)c2cccc3c(S(=O)(=O)NC(Cc4c[nH]c5ccccc45)C(=O)O)ccc1c23 (stereo unspecified)	1%	1.2%	-3%	2%	-11%
Cn1c(=O)[nH]c(=O)c2c1nc(SCCO)n2Cc1ccccc1Cl	18%	i	18%	4%	-8%
O=C1CN(C(=O)COC(=O)CCNS(=O)(=O)c2ccc(Cl)cc2)c2ccccc2N1	-8%	i	1%	5%	-3%
CCOC(=O)COn1c(=O)c(-c2ccc(OC)c(OC)c2)[n+]([O-])c2ccccc21	/	/	1%	-7%	-4%
CC(=O)n1c(C=Nc2ccc(Cl)cc2)c(O)c2ccccc21	8%	0.4%	-12%	-2%	-69%
Cc1cc(NC2C3CC4CC(C3)CC2C4)n2ncnc2n1 (stereo unspecified)	-1%	0.1%	17%	-6%	8%
CCS(=O)(=O)c1ccc2oc(Nc3ccc(C(C)(C)C)cc3)nc2c1	6%	1.9%	20%	4%	3%
COc1ccc(SCCN2CCN(CC(C)C)CCC2=O)cc1	10%	1.3%	7%	-1%	6%
O=C1Nc2ccc(Br)cc2C1(O)c1ccccc1 (stereo unspecified)	16%	1.1%	-20%	-2%	-2%
CCOc1ccc(NC(=O)CN(C)C(=O)c2cc3c(s2)CCCCC3)cc1OCC	7%	8.7%	10%	-4%	-2%
COc1ccc(CCNC(=O)C2CCCN(Cc3nc(-c4cccc(Cl)c4)oc3C)C2)cc1OC (stereo unspecified)	5%	i	45%	?	-7%
Cc1cccc(CNS(=O)(=O)c2csc(C(N)=O)c2)c1	5%	0.1%	11%	2%	-11%
O=C(N/N=C/C1CCCCC1)c1ccccc1-n1cccc1	4%	1.8%	-2%	6%	2%
NC(=O)c1cc(N)ccc1N1CCCC1	11%	1.4%	-2%	4%	0%	VEEV TC-83 Vero 10K pilot screen=0.4
Cc1ccccc1CN1C[C@@H]2C[C@@H](c3ccc4nsnc4c3)N3CCC[C@@]23C1=O	-5%	2.0%	36%	-10%	5%
CC(C)NC(=O)Cn1c(=O)n(CC(=O)N2CCCCC2)c(=O)c2sccc21	1%	1.9%	-18%	7%	-6%
CC(c1ccccc1)N1C(=O)C2C3CCC(C3)C2C1=O (stereo unspecified)	-5%	1.4%	-2%	-1%	-1%
COc1cc2c(cc1OC)C(c1ccc(-c3ccc(Cl)cc3Cl)o1)=NCC2	-6%	3.5%	78%	-1%	12%
CCOC(=O)C1CCN(S(=O)(=O)c2ccc3c(c2)CC(=O)N3C)CC1	6%	i	8%	-6%	-4%

Fetched by compound from the entries so far (two):
SMILES	influenza NS1A	VEEV TC-83 Vero	tuberculosis growth	M. tuberculosis HTS	PhoP GFP inhibition	others
CCOC(=O)N1CCN(CC(=O)Nc2ccc(C)c(Br)c2)CC1	-6%	0.1%	11%	-5%	-6%
CCOC(=O)C1CCN(S(=O)(=O)c2ccc3c(c2)CC(=O)N3C)CC1	6%	i	8%	-6%	-4%

Compounds above that have two or more sulfur atoms (3):
SMILES	influenza NS1A	VEEV TC-83 Vero	tuberculosis growth	M. tuberculosis HTS	PhoP GFP inhibition	others
CCN(CC)C(=O)C1CCC(CNS(=O)(=O)c2cccc3nsnc23)CC1 (stereo unspecified)	5%	1.2%	1%	5%	3%
O=C(NC1=NCCS1)C1CCN(S(=O)(=O)c2ccccc2C(F)(F)F)CC1	7%	2.2%	13%	-9%	/
Cc1cccc(CNS(=O)(=O)c2csc(C(N)=O)c2)c1	5%	0.1%	11%	2%	-11%

The list goes on.
SMILES	influenza NS1A	VEEV TC-83 Vero	tuberculosis growth	M. tuberculosis HTS	PhoP GFP inhibition	others
O=C(c1ccccc1)c1cc2c(cc1[N+](=O)[O-])OCCO2	0%	0.7%	21%	7%	6%
CSc1cccc(NC(=O)Nc2ccccc2C(N)=O)c1	2%	0.2%	-10%	5%	12%
COc1ccc(NC(C)=O)cc1NC(=O)c1cccc(S(=O)(=O)N2CCN(Cc3ccccc3)CC2)c1	3%	1.4%	2%	-4%	4%
O=C(Nc1ccc(N2CCN(Cc3ccccc3F)CC2)cc1)c1ccccc1[N+](=O)[O-]	0%	0.7%	-3%	-2%	3%
C=COCCNC(=O)C(=O)NC(C)C	4%	0.1%	-6%	-9%	9%
O=C1C(c2ccccc2)=[N+]([O-])c2ccccc21	45µM*	?	?	96µM*	0%
Cn1c(Cn2c(=O)sc3ccccc32)nnc1SCC(=O)Nc1ccccc1	3%	0.1%	-38%	-5%	12%
COc1ccc(N2CC(C)Cn3c2nc2c3c(=O)[nH]c(=O)n2C)cc1 (stereo unspecified)	-20%	2.2%	-10%	-8%	6%
COc1ccc([N+](=O)[O-])cc1NC(=O)C(C)N1CCN(C(=O)c2ccco2)CC1 (stereo unspecified)	7%	i	-5%	-8%	-5%	VEEV TC-83 Vero 10K pilot screen=0.5
CC(C)c1ccc(CNc2cc(N3CCCC3)ccc2[N+](=O)[O-])cc1	2%	i	32%	12%	5%
Cc1cc(O)ccc1NC(=O)CCN1C(=O)c2ccc([N+](=O)[O-])cc2C1=O	-6%	0.2%	-23%	-2%	-9%
CC(C)C[C@H](NC(=O)NC1CCCc2ccccc21)C(=O)O (stereo partly specified)	-4%	0.3%	16%	1%	-6%
Cc1ccc(CN2CCSCC2)c(C)c1	-9%	1.1%	16%	8%	-2%
O=C(NN1C(=O)/C(=C/c2cccs2)SC1=S)c1ccncc1	-4%	i	-6%	-13%	-8%
NS(=O)(=O)c1ccc(Sc2ccc3c(c2)CCC3)nc1	-5%	2.3%	-7%	2%	-8%
CC1Oc2ccccc2C=C1/C=N/Nc1ccc(C(=O)O)cc1 (stereo unspecified)	10%	1.6%	34%	8%	-1%
COc1ccc(C(=O)OCC(=O)NCC2CCCO2)c(F)c1 (stereo unspecified)	-5%	0.5%	-7%	-1%	/
Cc1c(S(=O)(=O)N2CCCCC2)c(=O)n(C)c(=O)n1C	-7%	0.8%	-8%	-10%	0%
CC1CN(C(=O)c2ccc(CNS(=O)(=O)c3cccc(Cl)c3)cc2)CC(C)O1 (stereo unspecified)	-11%	0.5%	/	/	/
O=C(c1cc(-c2cccc(O)c2)on1)N1CCOCC1	4%	6.8%	-24%	0%	-10%
CCSc1ncc(Cl)c(C(=O)N(Cc2ccc(N(C)C)cc2)C2CCS(=O)(=O)C2)n1 (stereo unspecified)	7%	4.1%	/	/	/
Cc1ccc(NS(=O)(=O)c2cc(C(=O)NCCCN(C)C)ccc2Cl)cc1Cl	-2%	1.3%	/	/	/
CCN(CC)C(=S)SC1CCCCN(C(=O)c2ccccc2)C1=O (stereo unspecified)	14%	1.1%	-5%	6%	-2%
COc1ccc(NCC(=O)n2c(C)c(C)c3ccccc32)cc1	1%	7.7%	3%	?	-18%
CCCn1c(N)c(N2CCCCC2)c(=O)n(CC(=O)Nc2ccccc2C(F)(F)F)c1=O	-24%	2.3%	-36%	8%	/

Later entries.
SMILES	influenza NS1A	VEEV TC-83 Vero	tuberculosis growth	M. tuberculosis HTS	PhoP GFP inhibition	others
CCC(C)NC(=O)COC(=O)c1ccccc1OCC(=O)Nc1ccc(Br)cc1 (stereo unspecified)	-2%	0.8%	-6%	3%	5%
COc1cc(/C=C(/C#N)C(=O)NC(C)c2ccccc2)cc(OC)c1O (stereo unspecified)	4%	1.9%	13%	-1%	-28%
O=C(c1cccc(C(F)(F)F)c1)C1CCCN(Cc2ncc[nH]2)C1 (stereo unspecified)	/	i	12%	1%	-9%
O=C1c2ccccc2C(=O)N1CCc1nn[nH]n1	-5%	i	1%	5%	-8%
Cc1c(CN(C)Cc2cn(C)nc2-c2ccccc2F)[nH]c2ccccc12	-5%	11%	76%	11%	-7%
CC(C)C(OC(=O)c1oc2ccccc2c1CSC1CCCCC1)C(=O)NC(N)=O (stereo unspecified)	/	/	-1%	-2%	6%
CC(c1ccccc1)N1CNc2c(c(=O)n(C)c(=O)n2C)C1 (stereo unspecified)	-22%	0.4%	1%	-1%	-5%
C=CCn1c(=O)c2ccccc2n2c(SCc3cc(=O)n4ccsc4n3)nnc12	-2%	7.8%	-12%	-10%	18%
OC(COc1cccc2ccccc12)CN1CCN(c2ccccn2)CC1 (stereo unspecified)	3%	2.7%	/	5%	-9%	VEEV TC-83 Vero 10K pilot screen=1.5
c1ccc2c(CN3CCN(C4CCCCC4)CC3)c[nH]c2c1	11%	0.6%	32%	-10%	-2%
COc1ccc(NC(=O)COC(=O)CNC(=O)c2cccs2)cc1Cl	-9%	0.9%	-8%	-10%	/
CCNC(=O)COC(=O)c1ccc(NS(=O)(=O)c2ccc3c(c2)OCCO3)cc1	-2%	1.4%	-1%	8%	7%
CN1C(C(=O)NCc2ccco2)=CC(c2ccc(F)cc2)=NS1(=O)=O	3%	4.3%	5%	-2%	-15%
Oc1ccc(C(=S)N2CCN(Cc3ccccc3)CC2)cc1	-4%	0.9%	22%	-2%	10%
COc1ccc(-c2cc3ccc(O)cc3oc2=O)cc1	-19%	0.8%	65%	1%	2%
COc1ccc(OC)c(C2=C[N+](=O)C(C)(C)C(C)(C)N2[O-])c1	-7%	1.5%	-4%	2%	6%
COc1ccc(CCNC(=O)c2ccc(Cl)nc2)cc1	3%	1.1%	65%	4%	13%
Nc1cccc(N2C(=O)c3cccc4c(N)ccc(c34)C2=O)c1	-3%	i	-11%	1%	3%
O=c1[nH]c2ccc(N/C(=N/S(=O)(=O)c3ccccc3)c3ccccc3)cc2[nH]1	-8%	0.0%	-6%	-6%	-6%
CN(Cc1ccco1)C(=O)c1c[nH]c2ccc(S(=O)(=O)Nc3ccc4c(c3)OCCO4)cc2c1=O	19%	2.2%	-9%	0%	-20%
Cc1ccc(-c2nnn(CC(=O)N(Cc3ccccc3)C(C(=O)NC3CCCC3)c3ccncc3)n2)o1 (stereo unspecified)	-3%	i	-5%	7%	7%
CCOC(=O)Cc1csc(NC(=O)Cn2c(=O)oc3ccccc32)n1	-2%	2.0%	-4%	-5%	5%
C=CCc1cccc(Cl)c1OCCCNC1CCCC1	-2%	i	33%	4%	-4%
C=CCN1c2ccccc2[C@]23C[C@@H](C(=O)OC)N(C(=O)OCC)C2=NC(C(=O)OC)=C(C(=O)OC)[C@H]13	9%	0.0%	15%	0%	8%
Cn1cnnc1SCC(=O)NNC(=O)c1ccc(Cl)cc1	2%	0.5%	9%	1%	6%
O=C(CSC1c2ccccc2-c2ccccc21)N/N=C/c1ccccc1C(=O)O	-2%	0.8%	-23%	-6%	5%

No new results follow: five of the compounds above.
SMILES	influenza NS1A	VEEV TC-83 Vero	tuberculosis growth	M. tuberculosis HTS	PhoP GFP inhibition	others
CCS(=O)(=O)c1ccc2oc(Nc3ccc(C(C)(C)C)cc3)nc2c1	6%	1.9%	20%	4%	3%
COc1ccc(SCCN2CCN(CC(C)C)CCC2=O)cc1	10%	1.3%	7%	-1%	6%
O=C1Nc2ccc(Br)cc2C1(O)c1ccccc1 (stereo unspecified)	16%	1.1%	-20%	-2%	-2%
CCOc1ccc(NC(=O)CN(C)C(=O)c2cc3c(s2)CCCCC3)cc1OCC	7%	8.7%	10%	-4%	-2%
COc1ccc(CCNC(=O)C2CCCN(Cc3nc(-c4cccc(Cl)c4)oc3C)C2)cc1OC (stereo unspecified)	5%	i	45%	?	-7%
